XiGFP reactiv: X-chromosome reactivation activator; XiGFP mouse fibroblasts, % GFP-positive cells imaging, 3 d; cells co-treated with 5-aza-dC sensitizer; scaled so ellipticine positive control = 100%; activation, % at 7.58 µM; hit rate 0.055% among 360,000; AID 743238;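 active = mean normalized replicate activation at least 10% and every replicate at or above 10%; inconclusive = only one of the two criteria met; inactive = mean below 10% and not all replicates reach 10%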;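 note: 0% = median of on-plate neutral control wells and 100% = ellipticine 6 µM median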
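Material: XiGFP fibroblasts, SV40-immortalized. Buffer or medium: DMEM plus 5-aza-dC sensitizer. Compound: single concentration per compound, delivered by pin transfer. Times: 3 days compound exposure. Controls: ellipticine 6 µM.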
ERp5 inh: inhibitors of human ERp5; AID 651711; inhibition, % at 9.99 µM; ERp5 insulin aggregation, absorbance 650 nm, 90 min; Q15084; hit rate 0.05% among 350,000;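 active = mean replicate inhibition above about 25%, with every replicate also reaching it, limit read from the data, passing the limit was not always enough; inconclusive = only one of those two criteria met; inactive = neither criterion met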
RAD54 inh: blocks human RAD54 Holliday junction branch migration; Q92698; inhibition, % at 10.4 µM; FAM/BHQ fluorescence; hit rate 0.14% among 360,000;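 active = mean normalized replicate activity at least 40 and at least half of replicates scoring 40 or more; inconclusive = only one of the two criteria met; inactive = mean below 40 and under half of replicates reaching 40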;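 note: 0% = median of neutral control wells and 100% = median of positive control wells; inhibitors cause a drop in the FAM fluorescence signal; in these data hits start at about 50%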
Target sequence (Q92698 whole entry, looked up): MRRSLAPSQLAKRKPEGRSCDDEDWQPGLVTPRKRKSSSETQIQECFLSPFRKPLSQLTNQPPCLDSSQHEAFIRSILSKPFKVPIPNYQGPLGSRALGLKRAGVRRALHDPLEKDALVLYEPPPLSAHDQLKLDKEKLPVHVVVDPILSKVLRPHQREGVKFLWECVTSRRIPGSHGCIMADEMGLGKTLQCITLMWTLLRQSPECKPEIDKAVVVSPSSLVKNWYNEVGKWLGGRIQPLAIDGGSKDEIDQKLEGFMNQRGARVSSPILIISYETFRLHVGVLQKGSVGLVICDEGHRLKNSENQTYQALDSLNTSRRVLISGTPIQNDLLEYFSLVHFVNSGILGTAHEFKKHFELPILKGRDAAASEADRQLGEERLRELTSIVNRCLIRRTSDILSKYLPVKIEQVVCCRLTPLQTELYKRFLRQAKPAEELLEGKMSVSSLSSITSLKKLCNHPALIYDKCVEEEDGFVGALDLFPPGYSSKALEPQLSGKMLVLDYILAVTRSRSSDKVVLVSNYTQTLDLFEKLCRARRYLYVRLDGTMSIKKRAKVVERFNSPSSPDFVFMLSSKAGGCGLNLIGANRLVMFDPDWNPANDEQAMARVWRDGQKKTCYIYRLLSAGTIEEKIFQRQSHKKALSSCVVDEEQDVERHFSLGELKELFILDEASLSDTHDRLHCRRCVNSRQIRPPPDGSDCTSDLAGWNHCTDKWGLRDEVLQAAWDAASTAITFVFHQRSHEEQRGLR
esBAF inh: SWI/SNF esBAF complex inhibition. hit rate 2% among 350,000. mouse ES cells, Bmi1-luciferase knock-in reporter, 24 h; 100% = twice the neutral-well signal. reporter increase, % at 12.5 µM; in the data active = activation above about 40%; inconclusive = no clear call, values can overlap the other calls;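 note: 0% = median of the plate's neutral control wells and 100% = double that signal; a rise in the Bmi1 reporter signal indicates esBAF inhibition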
ERAP1 inh: ERAP1 (human) enzyme inhibition; recombinant ERAP1, Leu-AMC fluorescence, 60 min; inhibition, % at 10.7 µM; hit rate 0.15% among 340,000; AID 652197;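 active = mean replicate inhibition of at least 30%, or all replicates individually reaching that 30% level; inactive = mean below 30% and not every replicate reaching it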;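 note: 0% = neutral control wells and 100% = L-leucinethiol positive control wells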
E-sel inducer: E-selectin induction on HUVECs | P16581 | HUVEC E-selectin immunofluorescence imaging; normalized: neutral wells 0, TNF-alpha wells 100 | activation, % at 7.58 µM | hit rate 0.37% among 260,000;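 active = mean E-selectin-positive cell signal at least 10% of the positive control, reached in at least 60% of replicates, without over 20% cell loss; inconclusive = no rule given, readout overlaps actives, possibly toxicity-flagged; inactive = the rest, including those meeting only one limit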;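 note: in these data hits start at about 27%; measured in HUVEC primary endothelial cells; signal is the percent of cells scored E-selectin positive by PE staining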
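System: HUVEC, human umbilical vein endothelial cells; quantity: 3,000 cells/well; buffer or medium: EGM-2 medium, gelatin-coated wells; dosing: single-point compound dose; detection: immunofluorescence imaging; evaluation: % PE-positive cells; benchmarks: TNF-alpha, DMSO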
RAD52 anneal inh: blocks human RAD52 DNA annealing; recombinant RAD52 DNA annealing, FRET fluorescence; inhibition, % at 18.7 µM; hit rate 0.46% among 360,000;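 active = every replicate showing at least 50% inhibition; inconclusive = mean inhibition at least 50% but not in every replicate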
S100A4 MyoIIA: inhibitors of human S100A4 binding to myosin IIA peptide | P26447 | inhibition, % at 10.7 µM | hit rate 0.14% among 360,000 | S100A4/TAMRA-MyoIIA peptide fluorescence polarization;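 active = mean inhibition of at least 70% across replicates, with every replicate also reaching that level; inconclusive = mean inhibition reaches 70% but some replicates fall short; inactive = mean inhibition below 70%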
Target sequence (P26447 whole entry, looked up): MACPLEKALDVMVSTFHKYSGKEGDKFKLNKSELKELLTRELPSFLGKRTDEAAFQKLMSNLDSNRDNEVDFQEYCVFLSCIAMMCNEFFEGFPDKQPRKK
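Compound dosing: one dose per compound; test system: human S100A4 monomer with TAMRA-labelled myosin IIA peptide; probe or stimulus: TAMRA-labelled myosin IIA heavy-chain peptide probe, 5 nM; medium: HEPES buffer with Ca2+, pH 7.2; schedule: 5 min incubation before reading; benchmarks: neutral control DMSO, positive control TFP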
* marks the source's active call; other numbers are inactive results; i = inactive; ? = inconclusive; · = no result given.

item	Structure	XiGFP reactiv	ERp5 inh	RAD54 inh	esBAF inh
1	CC(C)NC(=O)N(C)C[C@H]1Oc2cc(-c3cncnc3)ccc2S(=O)(=O)N([C@@H](C)CO)C[C@H]1C	-0.9	2.6	2.9	-1.3
2	CCOc1ccc(NC(=S)Nc2ccc(OCC)cc2)cc1	0.0	-1.1	·	·
3	Cn1cc(S(=O)(=O)N2CCN(c3cccc(Cl)c3)CC2)c(=O)n(C)c1=O	-0.1	-3.4	·	1.4
4	Cc1cc2oc(=O)cc(C)c2cc1NC(=O)CCC(=O)O	·	6.1	1.1	-5.2
5	Cc1c(C(=O)N2CCCCCC2)c(S(=O)(=O)Nc2ccc(F)cc2)c(C)n1C	0.0	1.8	-17.3	-1.9
6	CC(C)N1C(=O)c2ccccc2N(Cc2ccccc2)S1(=O)=O	0.0	5.7	0.6	-4.6
7	CC(NC(=O)c1ccc(Br)cc1Br)c1ccccc1 (configuration not stated)	0.0	-0.7	·	·
8	CCCCN(C(=O)/C=C/c1ccccc1)C1CCS(=O)(=O)C1 (configuration not stated)	0.0	1.4	·	-0.9
9	COCC(=O)Nc1ccc2c(c1)[C@@H]1C[C@H](CC(=O)NCc3ccc4c(c3)OCO4)O[C@H](CO)[C@@H]1O2	0.0	1.3	1.0	-1.9
10	Cc1cc(C(=O)N/N=C/c2ccc[nH]2)n[nH]1	0.5	-0.8	·	·
11	CSc1ncc2[nH]c(C(O)c3ccccc3)nc2n1 (configuration not stated)	-0.1	-5.6	-4.4	22.2
12	Cc1ccc(N2CN(Cc3ccco3)CNC2=S)c(C)c1	0.0	3.0	·	·
13	Cc1cccc(/C=C/C(=O)c2ccc(N3CCOCC3)cc2)c1	0.2	-1.9	·	·
14	COc1ccc(-c2ccc(SCC(=O)c3cccs3)nn2)cc1OC	0.1	-2.0	·	·
15	C[C@H]1CN([C@@H](C)CO)C(=O)Cc2cc(NC(=O)Nc3ccc4c(c3)OCO4)ccc2O[C@H]1CN(C)C(=O)Nc1cccc2ccccc12	-1.1	8.2	4.6	-2.2

item	ERAP1 inh	E-sel inducer	RAD52 anneal inh	S100A4 MyoIIA
1	0.0	-0.1	-6.6	-4.4
2	-1.4	·	-5.6	0.5
3	0.1	·	-11.6	2.4
4	1.1	·	6.4	-3.6
5	-3.3	·	-5.6	3.7
6	-1.7	·	1.1	0.2
7	-5.7	·	-9.4	0.1
8	-0.8	-0.8	3.4	11.5
9	0.2	0.0	-4.9	0.6
10	-4.9	-0.2	-1.1	-1.6
11	-5.0	0.0	3.2	1.3
12	-0.9	·	-10.6	-16.3
13	-0.2	·	-3.0	-2.1
14	2.2	0.1	-34.7	-8.8
15	0.3	0.0	9.2	-0.7

Some of these compounds in order of length of the SMILES, smallest number first:
item	Structure	XiGFP reactiv	ERp5 inh	RAD54 inh	esBAF inh
11	CSc1ncc2[nH]c(C(O)c3ccccc3)nc2n1 (configuration not stated)	-0.1	-5.6	-4.4	22.2
2	CCOc1ccc(NC(=S)Nc2ccc(OCC)cc2)cc1	0.0	-1.1	·	·
5	Cc1c(C(=O)N2CCCCCC2)c(S(=O)(=O)Nc2ccc(F)cc2)c(C)n1C	0.0	1.8	-17.3	-1.9
15	C[C@H]1CN([C@@H](C)CO)C(=O)Cc2cc(NC(=O)Nc3ccc4c(c3)OCO4)ccc2O[C@H]1CN(C)C(=O)Nc1cccc2ccccc12	-1.1	8.2	4.6	-2.2

item	ERAP1 inh	E-sel inducer	RAD52 anneal inh	S100A4 MyoIIA
11	-5.0	0.0	3.2	1.3
2	-1.4	·	-5.6	0.5
5	-3.3	·	-5.6	3.7
15	0.3	0.0	9.2	-0.7

(continued)
item	Structure	XiGFP reactiv	ERp5 inh	RAD54 inh	esBAF inh
16	COc1ccc2[nH]c3c(=O)n(CCCC(=O)NC4CCCCC4C)c(=S)[nH]c3c2c1 (configuration not stated)	0.6	?	-4.1	1.4
17	COc1ccc(/C=c2\s/c(=C/C(=O)c3ccc(C)cc3)[nH]c2=O)c(OC)c1	2.7	2.7	1.7	-5.9
18	Cc1ccc(S(=O)(=O)n2nc(OC(=O)c3ccccc3C)cc2N)cc1	0.2	1.2	18.5	-4.5
19	CN1[C@@H]2c3ccc(-c4ccccc4)c(=O)n3C[C@@H]2[C@@H](CO)[C@@H]1C(=O)Nc1ccccc1	1.3	·	-1.1	-2.8
20	CCCN(C)C[C@@H]1Oc2cc(C#CC3(O)CCCC3)ccc2S(=O)(=O)N([C@H](C)CO)C[C@@H]1C	0.7	3.5	0.8	1.1
21	Cn1cc(CNC(=O)C2CCC(=O)N(Cc3cccc(C(F)(F)F)c3)C2)cn1 (configuration not stated)	-0.1	4.1	-8.2	1.0
22	O=C(NC1CCCC1)C1CCC(CNS(=O)(=O)c2ccc(F)cc2)CC1 (configuration not stated)	0.0	2.8	9.1	-1.9
23	COc1ccc(C(=O)N2CCc3ccc(NC(=O)c4ccccn4)cc3C2)cc1F	0.0	0.1	3.5	52.4*
24	C=CCNC(=O)COc1c(C)ccc(C)c1C	0.1	3.6	3.5	-3.8
25	Cc1ccc(S(=O)(=O)Nc2ccc3c(c2)C(=O)N([C@H](C)CO)C[C@H](C)[C@@H](CN(C)C(=O)Nc2ccc(F)cc2)OCCCC[C@H](C)O3)cc1	0.2	1.4	-7.9	-1.4
26	CC(=C/c1ccccc1)/C=N/n1c(-c2ccncc2)n[nH]c1=S	0.0	-0.3	·	·
27	CCC(=O)N1[C@@H](CO)[C@H](c2ccc(C3=CCCC3)cc2)[C@@H]1CNC(=O)CN(C)C	0.0	·	5.3	1.6
28	Cc1nc2c(sc(=S)n2Cc2ccco2)c(=O)n1CC(=O)Nc1ccccc1	0.2	-1.5	-1.1	-6.2
29	COc1ccccc1-c1cccc(-c2nc(C(=O)N3CCCCC3)cc3c2[C@@H](CCO)N(S(=O)C(C)(C)C)C3)c1 (some centres not stated)	0.2	-2.1	2.6	1.2
30	C[C@@H]1CN([C@H](C)CO)S(=O)(=O)c2ccc(C#CC(C)(C)O)cc2O[C@@H]1CN(C)Cc1ccc(F)cc1	0.0	-0.3	2.2	-3.4

item	ERAP1 inh	E-sel inducer	RAD52 anneal inh	S100A4 MyoIIA
16	2.9	·	1.0	-2.0
17	2.1	·	i	38.4
18	1.2	0.1	-20.0	-2.6
19	0.9	-0.3	1.4	1.3
20	2.3	-0.2	5.9	-8.7
21	5.1	0.7	-27.1	0.1
22	4.3	·	-2.8	-3.7
23	-0.8	·	14.4	-3.9
24	3.5	1.4	-15.4	1.0
25	-2.1	·	-9.7	1.8
26	0.2	·	-7.9	1.8
27	·	0.0	·	·
28	0.4	·	-4.0	-1.6
29	2.9	-0.1	-7.5	-4.3
30	-0.3	0.1	1.2	0.3

Continued.
item	Structure	XiGFP reactiv	ERp5 inh	RAD54 inh	esBAF inh
31	Cc1c(Cl)cccc1NC(=O)NCc1ccc(F)cc1	0.1	-1.2	·	·
32	N#Cc1c(Cc2cccc3ccccc23)nn(CCO)c1N	0.1	-0.7	3.3	-8.3
33	O=C(C(=O)N1CCC(CNS(=O)(=O)c2ccc(C(F)(F)F)cc2)CC1)c1cc2ccccc2o1	0.1	-4.0	·	·
34	Cc1ccc(S(=O)(=O)N(C)C[C@H]2OCCCC[C@@H](C)Oc3ccc(NC(=O)CCC(F)(F)F)cc3C(=O)N([C@@H](C)CO)C[C@H]2C)cc1	0.4	-0.3	-3.8	-0.5
35	C[C@H]1CN([C@@H](C)CO)S(=O)(=O)c2ccc(C#CC3CC3)cc2O[C@H]1CN(C)S(C)(=O)=O	-0.2	-1.5	4.0	5.5
36	COC(=O)N/N=C/c1cc(N=Nc2ccccc2Cl)ccc1O	0.1	2.0	1.4	·
37	CNC[C@H]1OCCCC[C@@H](C)Oc2ccc(NC(=O)Nc3ccc(F)cc3)cc2C(=O)N([C@@H](C)CO)C[C@@H]1C	0.1	-4.8	-8.5	-4.7
38	CO[C@@H]1CN(C)C(=O)c2cc(NC(=O)Nc3cccc(F)c3)ccc2OC[C@@H](C)N(C(=O)C2CC2)C[C@H]1C	0.0	·	5.7	3.4
39	COCC(=O)N(C)C[C@@H]1Oc2cc(-c3ccc(C#N)cc3)ccc2S(=O)(=O)N([C@@H](C)CO)C[C@H]1C	-0.6	1.4	2.8	3.5
40	O=C(Nc1ccccc1F)N1CCCCN2[C@@H](CO)[C@@H](c3ccc(/C=C/c4ccccc4)cc3)[C@@H]2C1	0.0	·	30.8	-1.5
41	CC(C)NC(=O)Nc1ccc2c(c1)CC(=O)N([C@@H](C)CO)C[C@H](C)[C@H](CN(C)S(=O)(=O)c1cn(C)cn1)O2	0.0	-4.5	0.4	-0.5
42	CCCCn1c(N)c(N(CC(C)C)C(=O)Cn2c(=O)oc3ccccc32)c(=O)[nH]c1=O	0.0	-3.5	-12.7	-1.5
43	Cc1cc(OCC(=O)OCC(=O)NCc2ccco2)ccc1Cl	0.5	-3.3	·	·
44	O=C(C1CCC1)N1CC(=O)N2[C@H](CO)[C@@H](c3ccc(Br)cc3)[C@@H]2C1	0.1	2.9	·	·
45	COc1ccc(NC(=O)C2CCC(CNc3c(N4CCOCC4)c(=O)c3=O)CC2)cc1Cl (configuration not stated)	0.2	2.3	1.1	·

item	ERAP1 inh	E-sel inducer	RAD52 anneal inh	S100A4 MyoIIA
31	13.1	·	-12.3	7.8
32	-2.7	-0.1	-2.7	-1.6
33	3.9	0.0	-29.2	2.2
34	·	·	-5.9	21.6
35	0.9	-1.2	0.5	1.5
36	·	0.0	-11.5	-0.3
37	0.2	0.0	-217.6	-10.9
38	·	1.6	·	·
39	·	0.0	-1.2	-8.6
40	·	1.2	·	·
41	0.6	6.8	11.3	7.7
42	-0.5	-1.8	-18.7	4.2
43	1.6	·	-11.9	1.6
44	-2.1	0.0	7.9	3.2
45	-2.7	·	-0.6	-4.2

Source: PubChem (Broad Institute)
